# Xi reactivation = activators of X-chromosome reactivation in mouse fibroblasts | XiGFP mouse fibroblasts, % GFP-positive cells imaging, 3 d; cells co-treated with 5-aza-dC sensitizer; scaled so ellipticine positive control = 100% | activation, % at 7.58 µM | 360,000 tested, 0.055% active | AID 743238;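 active = mean normalized replicate activation at least 10% and every replicate at or above 10%; inconclusive = only one of the two criteria met; inactive = mean below 10% and not all replicates reach 10%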;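 also: 0% = median of on-plate neutral control wells and 100% = ellipticine 6 µM median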
#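 Schedule: 3 d treatment, 15 min room-temperature fixation; system: 68-5-11 XiGFP fibroblast line; buffer or medium: DMEM plus 5-aza-dC sensitizer; control set: ellipticine 6 µM positive control; compound: one concentration, pinned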
# PGC1a acetyl inh = modulators of PGC1a acetylation. U2OS PGC1a acetylation, AlphaScreen anti-acetyl-lysine; with virally co-expressed GCN5 acetyltransferase. inhibition, % at 15.6 µM. 350,000 tested, 0.17% active. AID 651687;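 active = every replicate shows inhibition of at least 40%; inconclusive = mean inhibition at least 40% but some replicate below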;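 also: 0% = neutral control wells and 100% = positive control wells; some results beyond the cut were filed as inactive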
# Cneo AK release = Cryptococcus neoformans lysis via adenylate kinase release; 360,000 tested, 0.2% active; lysis activity, % at 15 µM; C. neoformans lysis, adenylate kinase release luminescence, 4 h; normalised: neutral wells 0, clomiphene wells 100;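 active = mean lysis activity across replicates of at least 80%, whatever share of replicates individually reach that level; inactive = mean lysis activity below 80%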
#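 Signal: Adenylate kinase release luminescence | Assay system: Log-phase Cryptococcus neoformans yeast cells | Input: Cells at 5 × 10^6 per mL | Buffer or medium: Fresh YPD growth medium | Compound: Single dose | Schedule: Static 4 h at 37 °C with compound, 1 h detection | Controls: Clomiphene | Read-out: Luminescence rise reflecting yeast cell lysis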
# SIRT5 inh = blocks human SIRT5 desuccinylation of peptide; Q9NXA8; inhibition, % at 15 µM; Purified SirT5, succinyl-peptide AMC, trypsin-coupled fluorescence; 330,000 tested, 1.1% active; in the data active = inhibition above about 15%; inconclusive = no clear call, values can overlap the other calls
# S100A4 inh HTS = inhibitors of human S100A4 binding to myosin IIA peptide | S100A4/TAMRA-MyoIIA peptide fluorescence polarization | 360,000 tested, 0.14% active | AID 652163 | P26447 | inhibition, % at 10.7 µM;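 active = mean inhibition of at least 70% across replicates, with every replicate also reaching that level; inconclusive = mean inhibition reaches 70% but some replicates fall short; inactive = mean inhibition below 70%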
# Target sequence (P26447 whole entry, looked up): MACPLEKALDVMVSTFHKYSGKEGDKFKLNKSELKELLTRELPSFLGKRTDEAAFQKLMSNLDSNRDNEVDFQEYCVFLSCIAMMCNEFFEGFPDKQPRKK
#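 Test system – S100A4 monomer (human) · Compound – single-point compound testing · Schedule – 5 min incubation before reading · Probe or stimulus – TAMRA-labelled myosin IIA heavy-chain peptide probe, 5 nM · Benchmarks – neutral control DMSO, positive control TFP · Medium – Calcium-containing HEPES buffer, pH 7.2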
# ERAP1 HTS inh = inhibitors of human ERAP1 aminopeptidase | recombinant ERAP1, Leu-AMC fluorescence, 60 min | inhibition, % at 10.7 µM | 340,000 tested, 0.15% active | AID 652197;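 active = mean replicate inhibition of at least 30%, or all replicates individually reaching that 30% level; inactive = mean below 30% and not every replicate reaching it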;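 also: 0% = neutral control wells and 100% = L-leucinethiol positive control wells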
# Target sequence (Q9NZ08 whole entry, looked up): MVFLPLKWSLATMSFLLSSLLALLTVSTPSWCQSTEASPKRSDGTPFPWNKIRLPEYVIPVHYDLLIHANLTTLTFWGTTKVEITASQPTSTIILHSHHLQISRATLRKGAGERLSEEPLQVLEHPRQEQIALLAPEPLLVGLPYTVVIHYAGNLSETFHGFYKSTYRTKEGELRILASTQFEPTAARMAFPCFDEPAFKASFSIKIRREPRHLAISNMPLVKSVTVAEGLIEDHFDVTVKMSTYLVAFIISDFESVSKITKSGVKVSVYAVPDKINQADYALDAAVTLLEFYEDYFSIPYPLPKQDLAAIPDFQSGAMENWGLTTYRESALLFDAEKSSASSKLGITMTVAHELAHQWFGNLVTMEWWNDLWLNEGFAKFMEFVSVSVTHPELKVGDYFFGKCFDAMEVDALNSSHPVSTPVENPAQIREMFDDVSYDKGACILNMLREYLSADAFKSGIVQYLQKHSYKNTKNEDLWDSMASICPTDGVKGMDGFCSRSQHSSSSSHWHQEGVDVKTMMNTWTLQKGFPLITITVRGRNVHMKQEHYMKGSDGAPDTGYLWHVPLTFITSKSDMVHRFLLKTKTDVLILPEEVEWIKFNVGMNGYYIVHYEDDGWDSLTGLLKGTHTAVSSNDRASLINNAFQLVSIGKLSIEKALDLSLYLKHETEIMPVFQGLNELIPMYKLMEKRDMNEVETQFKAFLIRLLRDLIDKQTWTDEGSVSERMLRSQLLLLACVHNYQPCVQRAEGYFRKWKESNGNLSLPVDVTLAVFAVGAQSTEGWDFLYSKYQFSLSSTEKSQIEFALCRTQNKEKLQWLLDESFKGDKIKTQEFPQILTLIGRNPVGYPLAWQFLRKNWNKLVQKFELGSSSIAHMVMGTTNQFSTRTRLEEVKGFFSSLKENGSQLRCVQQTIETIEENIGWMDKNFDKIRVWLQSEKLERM
# LGR2 antag = Drosophila LGR2 receptor signaling inhibition | 380,000 tested, 0.35% active | HEK293 LGR2, CRE-luciferase, bursicon-stimulated, 4 h | AID 720647 | inhibition, % at 9.99 µM;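 active = drop in luminescence signal, shown as inhibition above about 50% in the replicate tests, limit read from the data, passing the limit was not always enough; inconclusive = probably only some replicates passing the limit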;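 also: agonist challenge used bursicon conditioned medium at about half maximal strength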
# Statin myotox sup = protects C2C12 myotubes from simvastatin toxicity | ATP luminescence, 48 h; scaled: DMSO 0, geranylgeraniol control 100 | 330,000 tested, 0.78% active | AID 602340 | rescue of ATP level, % at 7.49 µM;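 active = mean ATP rescue above about 67%, or every replicate alone reaching that limit, limit read from the data, passing the limit was not always enough; inconclusive = no clear call, values can overlap the other calls; inactive = mean under the limit and some replicate under it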;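 also: myotubes were challenged with 10 µM simvastatin during compound exposure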
# The depositor's hits bear a star; ? = inconclusive; nt = not tested or not shown; & = joins results of further samples. This is a subset, so the mix of outcomes need not match the whole.
SMILES,Xi reactivation,PGC1a acetyl inh,Cneo AK release,SIRT5 inh,S100A4 inh HTS,ERAP1 HTS inh,LGR2 antag,Statin myotox sup
O=C(Cn1cc([N+](=O)[O-])ccc1=O)N1CCc2ccccc2C1,-0.1,0,-1,2,-4,0,7,-4
Cc1cccc(N(CC(=O)NC2CCCCC2)C(=O)c2ccc(C)s2)c1,nt,-16,2,nt,nt,nt,20,20
CC(=O)Nc1cc(C(=O)N(C)Cc2ccccc2)ccc1S(=O)(=O)c1ccc(C)cc1,0.4,nt,nt,-4,1,0,15,nt
COc1ccc(C(C)=O)cc1CSc1nncn1-c1ccccc1,-0.1,nt,nt,-3,3,-3,-1,nt
COc1ccc2c(c1)c(CC(=O)OC(C)C(=O)N(C)C)c(C)n2C(=O)c1ccc(Cl)cc1 (centres undefined),0.3,nt,10,0,-2,-5,18,2
C[C@@H]1CCCCO[C@@H](CN(C)C(=O)Nc2ccc3c(c2)OCO3)[C@H](C)CN([C@H](C)CO)C(=O)c2cc(NC(=O)c3ccccc3)ccc2O1,0.2,2,0,2,-10,1,11,nt
COc1ccc(C2C(C(=O)/C=C/c3ccco3)=C(O)C(=O)N2CCN2CCOCC2)cc1 (centres undefined),0.5,6,nt,-1,4,6,2,nt
O=C(c1ccc(F)cc1)N1CC(=O)N2[C@H](CO)[C@@H](c3ccc(-c4ccccc4F)cc3)[C@H]2C1,0.0,-20,nt,0,-4,-1,5,nt
COCCn1c(SCC(=O)Nc2ccccc2OC)nc2ccccc2c1=O,0.3,4,0,0,-6,2,-1,-3
O=C(OC1CCOC1=O)c1ccc(Cl)c(S(=O)(=O)N2CCCCC2)c1 (centres undefined),-0.1,-4,0,-1,1,-1,-13,-1
COc1ccccc1Oc1ccc2c(c1)C(=O)N(CC1CCCO1)C2=O (centres undefined),0.2,5,-2,-1,-1,nt,nt,-4
COc1ccc(S(=O)(=O)Nc2ccc3c(c2)C(=O)N([C@@H](C)CO)C[C@H](C)[C@H](CN(C)C(=O)c2ccccc2)OCCCC[C@H](C)O3)cc1,0.2,nt,-2,1,10,1,-3,-48
C[C@@H]1CN([C@H](C)CO)C(=O)Cc2cc(NC(=O)C3CC3)ccc2O[C@H]1CN(C)Cc1ccc(C(F)(F)F)cc1,0.0,18,5,5,3,1,1,-4
CCN(C(=O)COC(=O)C1CCN(S(=O)(=O)c2ccc3c(c2)OCCO3)CC1)C1CCCCC1,0.2,-5,1,0,5,2,14,9
CCOc1ccc(NC(=O)c2ccc3[nH]c(=O)c(=O)[nH]c3c2)cc1,0.0,4,-1,-1,-1,1,-16,4
O=C(Nc1ccccc1Cl)c1ccc2nsnc2c1,0.1,-9,nt,-2,-3,5,-26,-10
C[C@H](CO)N1C[C@H](C)[C@@H](CN(C)C(=O)Nc2ccc(C(C)(C)C)cc2)OCc2cn(nn2)CCCC1=O,0.1&0.0,5,-2,-4&-3,1&27,0,-8,2
CC1CN(C(=O)c2cccc(S(=O)(=O)N3CCN(c4ccccc4)CC3)c2)CC(C)O1 (centres undefined),0.0,7,0,-8,1,1,0,-4
CC(=O)c1cccc(Nc2c([N+](=O)[O-])c(=O)oc3ccccc23)c1,0.2,-9,-1,-2,3,2,nt,nt
O=C(O)[C@H](Cc1ccccc1)Nc1ccc([N+](=O)[O-])cn1,0.3,-2,0,-3,-5,0,-13,5

# Reprinted from the part before: 5 entries, followed by the next part.
SMILES,Xi reactivation,PGC1a acetyl inh,Cneo AK release,SIRT5 inh,S100A4 inh HTS,ERAP1 HTS inh,LGR2 antag,Statin myotox sup
O=C(Nc1ccccc1Cl)c1ccc2nsnc2c1,0.1,-9,nt,-2,-3,5,-26,-10
C[C@H](CO)N1C[C@H](C)[C@@H](CN(C)C(=O)Nc2ccc(C(C)(C)C)cc2)OCc2cn(nn2)CCCC1=O,0.1&0.0,5,-2,-4&-3,1&27,0,-8,2
CC1CN(C(=O)c2cccc(S(=O)(=O)N3CCN(c4ccccc4)CC3)c2)CC(C)O1 (centres undefined),0.0,7,0,-8,1,1,0,-4
CC(=O)c1cccc(Nc2c([N+](=O)[O-])c(=O)oc3ccccc23)c1,0.2,-9,-1,-2,3,2,nt,nt
O=C(O)[C@H](Cc1ccccc1)Nc1ccc([N+](=O)[O-])cn1,0.3,-2,0,-3,-5,0,-13,5
C[C@H](CO)N1C[C@H](C)[C@@H](CN(C)S(=O)(=O)c2ccccc2)Oc2ccc(NC(=O)Cn3cnnn3)cc2C1=O,0.3&0.0,-2,-1,-1,-9,-1,2,13
Cc1cc(=O)[nH]c(SCC(=O)NCC2CCCO2)n1 (centres undefined),-0.1,9,nt,-6,1,-3,2,nt
O=C(/C=C/c1cccc(C(F)(F)F)c1)N1CCN(c2ccccn2)CC1,0.1,-4,-1,-2,1,1,16,1
CC(C)Nc1ncnc2c1ncn2[C@H]1CN(Cc2ccc(F)cc2)C[C@@H](CO)O1,0.0,7,2,5,-21,-1,-29,-2
CC1CCCCC1NC(=O)CCCCCn1c(=S)[nH]c2ccccc2c1=O (centres undefined),0.0,-2,nt,2,2,-3,7,nt
O=C(Nc1ccc(Cl)cc1Cl)c1ccc2c(c1)OCCO2,0.4,8,-2,-5,-10,2,?,-9
Cc1c(CCC(=O)NCCCCCC(=O)O)c(=O)oc2c(C)c3oc4c(c3cc12)CCCC4,0.0,0,-2,12,-1,2,-3,-2
COCC(C)n1c(COc2ccccc2F)nnc1SCC(=O)c1c(N)n(C)c(=O)n(C)c1=O (centres undefined),0.1,4,nt,3,0,6,7,nt
COc1ccc(C(=O)C2CCN(C(=O)c3ccc(OC)cc3)CC2)cc1,-0.1,-4,-1,0,1,-2,-7,7
COCC(=O)Nc1ccc2c(c1)C(=O)N(C)[C@H]1CC[C@@H](CC(=O)Nc3ccccc3)O[C@@H]1CO2,0.2,11,-1,2,1,0,17,-8
CC(=O)Nc1nc(C)c(-c2csc(Nc3cccc(C(C)=O)c3)n2)s1,0.0,-10,1,-1,-1,-1,-2,-141
O=C(OCc1cn([C@H]2C[C@H](c3ccccc3)N(Cc3cccs3)C[C@@H]2O)nn1)c1ccccc1,0.3,5,-2,-2,-4,1,9,3
O=C(C[C@H]1C/C=C/CC[C@@H](Cc2ccc(F)cc2)C(=O)O[C@@H](c2ccccc2)CNC1=O)NCCO,0.2,-12,2,nt,10,0,8,-2
COc1ccc(C(=O)NC(C)CCn2cccn2)cc1OC1CCN(C(C)C)CC1 (centres undefined),0.3,3,1,0,-3,0,-11,nt
O=C1CC(Sc2ncccc2C(=O)O)C(=O)N1 (centres undefined),0.1,nt,4,-3,-1,2,-14,11
COc1cc(C2C(S(=O)(=O)c3ccccc3)CON2C)ccc1OCc1ccc(F)cc1 (centres undefined),0.0,nt,nt,3,-1,3,-23,nt
COc1ccc(-c2nnn(CCC(=O)O)n2)cc1,nt,-6,-2,nt,nt,nt,-4,11
CC(Oc1ccccc1)C(=O)Nc1nnc(S(=O)(=O)N2CCCCCC2)s1 (centres undefined),0.3,-10,2,1,1,4,nt,nt
O=C(NNS(=O)(=O)c1c(F)cc(F)c(Cl)c1F)C12CC3CC(CC(C3)C1)C2,0.1,-22,1,-1,-3,0,-1,5
CC(C)CC#Cc1ccc2c(c1)O[C@H](CN(C)C)[C@H](C)CN([C@@H](C)CO)S2(=O)=O,0.5,-5,-4,0,9,0,-5,-3
CSc1ccc(/C=C(\C(=O)O)c2ccc(S(=O)(=O)N3CCCC3)s2)cc1,0.3,8,2,4,4,-1,14,23
COc1cc(CNc2ncnc3c2ncn3[C@H]2CN(Cc3ccccc3)C[C@@H](COC(C)=O)O2)cc(OC)c1OC,0.1,-1,1,-1,7,-3,-16,6
C[C@H](CO)N1C[C@H](C)[C@H](CN(C)Cc2ccc(C(=O)O)cc2)Oc2c(NC(=O)Nc3cccc4ccccc34)cccc2C1=O,0.2,-7,-7,0,-16,0,-4,-5
CCN1C(=O)CC2CCCC1C2 (centres undefined),0.0,nt,nt,nt,-4,-2,-8,nt
COCCC(=O)N1CCC(Oc2ccc(C(=O)NCc3nccn3C)cc2)CC1,0.0,nt,-1,-2,-1,1,2,4
Cn1cnnc1SCC(=O)N1CCc2ccccc2C1,-0.1,3,12,-3,1,-1,nt,-3
COc1cccc(Oc2ccc(C(F)(F)F)cc2NC(=O)CCc2nc3ccccc3c(=O)[nH]2)c1,0.0,-2,3,-3,-7,-4,-19,-10
C[C@H]1CN([C@@H](C)CO)C(=O)c2cccc(NS(=O)(=O)c3ccc(Cl)cc3)c2O[C@@H]1CN(C)S(=O)(=O)c1ccccc1,-0.3,-1,9,0,-3,-3,16,7
O=C(C[C@H]1C[C@@H]2c3cc(NC(=O)c4cccnc4)ccc3O[C@@H]2[C@H](CO)O1)NCC1CC1,0.0,-3,-2,0,-13,0,5,-4
Cc1noc(C)c1NC(=O)Nc1cccc2c1O[C@H](CN(C)C(=O)Nc1ccccc1)[C@@H](C)CN([C@H](C)CO)C2=O,-1.3&0.1,13&-2,0,-9&-5,10&-5,1&-9,-1&-1,2
C[C@]12c3[nH]c4ccccc4c3CCN1C(=O)C(CC(=O)NCc1ccco1)C[C@@H]2C(=O)N1CCCCC1 (some centres undefined),-0.1,nt,0,-7,-5,-4,4,18
COc1ccc(-c2cc(NC(C)=O)c3ncc(-c4ccccc4)n3c2)c(OC)c1,0.6,nt,4,nt,5,3,-15,6
COc1ccc(S(=O)(=O)N[C@@H]2CC[C@@H](CCNC(=O)c3ccccc3F)O[C@@H]2CO)cc1,-0.1,-4,1,-1,1,1,-7,-3
CN(CC(=O)Nc1ccc(F)cc1)C(=O)C1CCN(S(=O)(=O)c2ccc3c(c2)OCCO3)CC1,-0.1,nt,nt,-4,-6,0,-7,1
CC(Cl)=CCn1c(NCCc2ccccc2)nc2c1c(=O)n(C)c(=O)n2C,-0.1,3,-3,-1,1,-3,16,-21
COc1ccccc1Cn1c(=O)c2ccccc2n2c(SCc3csc(C)n3)nnc12,nt,nt,nt,2,-3,4,-13,nt
COc1ccc(/C=C/c2nc(-c3ccccc3O)n(-c3ccccc3)n2)cc1,0.2,1,1,-1,1,0,-2,-44
CCOc1ccccc1CNC(=O)C(C)n1nc(C)c2c(C)n(-c3ccccc3)nc2c1=O (centres undefined),0.1,-13,0,-4,-1,-4,7,-1
CCCCN1C(=O)C(O)=C(C(C)=O)C1c1ccc(OC)cc1OC (centres undefined),nt,1,-2,nt,nt,nt,-26,3
Cc1ccc(S(=O)(=O)N2CCc3c2cc([N+](=O)[O-])cc3[N+](=O)[O-])cc1,0.1,nt,0,0,8,-3,26,8
Cc1ccc(O)c([C@H](CCN(C(C)C)C(C)C)c2ccccc2)c1,-0.1&0.1,-12&-10,0&-3,-3&-6,1&0,-2&-2,3&-16,-2&-4
